Imprint erasure: induces erasure of genomic imprints in mouse ES cells. mouse ES Peg3-LacZ reporter, beta-gal luminescence, 40 h. Potency, µM (series often up to 60.7 µM), without a hit: top-dose activity change, positive = activation, hits mostly activators. 0.02% of 110,000 active. AID 1948;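 note: 0% = negative control wells on the plate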
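Each well holds 300 Peg3LacZ-Neo (maternal) female ES cells incubated 40 h at 37C, 5% CO2. LacZ is measured by BetaGlo luminescence, with AC50 and maximum efficacy derived from dose-response curves.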
p53ts 39C kill: cytotoxicity in p53ts cells at nonpermissive temperature; Potency, µM (series often up to 46.1 µM), inactives show at the highest dose activity change, negative = cell killing, actives largely listed as cytotoxic; H1299-p53A138V viability at 39C, ATP luminescence, 24 h; 1.5% of 130,000 active; note: nearly all actives have a fitted effect of over 55% in size
p53ts 32C tox: kills p53ts cells at the permissive temperature. Potency, µM (doses to about 46.1 µM), without a hit: at the top dose activity change, negative = cytotoxicity, usual class: cytotoxic. H1299-p53A138V at 32C, ATP luminescence viability, 24 h. 0.93% of 130,000 active;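 note: 0% = DMSO and -100% = full killing by reference compound; nearly all actives have a fitted effect of over 55% in size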
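Viability by ATPlite luminescence after 24 h compound treatment (up to 46 uM) at the permissive 32C. Cells are H1299 carrying p53 A138V. Scale runs from DMSO basal to 100 uM tamoxifen as full kill; AC50 from Hill fits.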
IkB signaling: suppresses IkB signaling in ABC-DLBCL reporter cells; ABC-DLBCL IkBa-CBG/CBR dual luciferase ratio, 4 h; response scale: scaled: untreated 0%, proteasome inhibitor 100%; Potency, µM (highest dose often 57.1 µM), for inactives: at the highest dose IkBa stabilization activation; 0.04% of 110,000 active; active = well fitted curve in the direction sought with a large enough effect in the signal ratio, not every such curve was filed as active; inconclusive = small, poorly fitted or top-dose-only effect, or a change in a side signal; the % refers to the signal ratio;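 note: the direction sought is a rising ratio; 0% = basal untreated cells and 100% = reference inhibitor full response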
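Luminescence ratio of IκBα-fused green versus native red beetle luciferase in OCI-Ly3 cells, 4 h post-doxycycline with compound; red signal alone, scaled from basal (0%) to zero light (-100%), flagged nonspecific or cytotoxic effects.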
* = called active by the depositor; ? = inconclusive; . = not tested or not shown; & = joins results of further samples; [ ] = dose if it differs, or a comment. Unless noted, calls come from the whole dose curve; as a rule, active = well fitted curve in the direction sought with a large enough effect; inconclusive = small, poorly fitted or top-dose-only effect, or another doubt; inactive = no such curve, though single readings can be large; an effect the other way counts as inactive or inconclusive. Unless noted, % is set by controls: 0 for no effect and ±100 for the full control effect; potency is the fitted concentration of half-maximal effect. Only part of the results is shown; rates above refer to the full screens.

The line under a structure holds: Imprint erasure	p53ts 39C kill	p53ts 32C tox	IkB signaling
Cc1cccc(-n2c(/C=C/c3cccc4ccccc34)nc3ccccc3c2=O)c1
 : 12.5%[10.9 µM]	-27.3%	-1.1%	?
O=C(O)C(O)(c1ccc(-c2ccccc2)cc1)c1ccc(-c2ccccc2)cc1
 : -15.2%[10.9 µM]	9.1%[9.22 µM]	0.2%[9.22 µM]	-0.6%[11.4 µM]
CCOC(=O)C1=C(N)Oc2cc(C)oc(=O)c2C12C(=O)N1c3c(cccc32)C(C)=CC1(C)C (centres undefined)
 : -9.4%	12.7%	13.6%	4.2%
CCOC(=O)c1c(C)n(CCN2CCN(C)CC2)c2ccc(OC)cc12
 : -7.2%	-10.7%	-14.6%	0.0%
O=C(NCC(c1cccnc1)N1CCN(c2ccccc2)CC1)Oc1ccccc1 (centres undefined)
 : 1.2%	-0.1%	6.1%	1.7%
CC12CCCCC1=NC(c1ccc(Br)cc1)N2O (centres undefined)
 : 8.8%	4.1%	-6.5%	2.1%
Cc1nc2ccccc2c(=O)n1-c1ccc(F)cc1
 : .	1.8%	7.9%	.
COc1ccccc1N1CCN(Cc2ccccc2F)CC1
 : .	-6.8%	1.2%	.
S=C1CN=C(c2ccccc2)c2cc(Cl)ccc2N1
 : .	-3.2%	12.3%	.
O=Cc1ccccc1
 : 1.4%	10.9%	10.1%[1.84 µM]	-1.7%
Oc1cc(Cl)ccc1Cl
 : -5.5%	-11.0%	0.0%[1.84 µM]	-0.7%
c1ccc2ncccc2c1
 : 0.6%	12.3%	6.6%[1.84 µM]	1.3%
c1ccc2c(c1)CCCC2
 : 2.0%	4.4%	-9.0%[1.84 µM]	-0.8%
CCN(CC)C(=O)N[C@@H]1C[C@H]2c3cccc4[nH]cc(c34)C[C@@H]2N(C)C1
 : -8.2%&2.3%[16.8 µM]	14.7%&0.6%[20.6 µM]	6.1%&0.2%[20.6 µM]	1.4%&-1.1%[25.6 µM]
C[C@@](Br)(C(=O)O)[C@H](Br)C(=O)O
 : -2.3%[10.9 µM]	9.4%[9.22 µM]	7.9%[9.22 µM]	-0.6%[11.4 µM]
CN(C)c1ccc(N=Nc2ccccc2)cc1
 : -50.8%[inhibitor]	-24.3%	2.2%[1.84 µM]	?
CN1CCc2c(C#N)c(Cl)nc(Cl)c2C1
 : .	2.5%	46.7%[activator]	.
CCCC1=C(C(=O)OCC)C2(C(=O)Nc3ccccc32)C(C#N)=C(N)O1 (centres undefined)
 : 1.7%	-6.4%	-3.1%	-1.2%
O=S(=O)(O)/C(=C\c1ccccc1)c1ccccc1 (tested in a mixture with another compound)
 : 2.8%[10.9 µM]	8.0%[9.22 µM]	1.8%[9.22 µM]	-0.1%[11.4 µM]
COc1ccc(CCn2c(O)c(C=NCCCO)c(=O)[nH]c2=O)cc1OC
 : -6.1%	1.1%	1.8%	0.4%
COc1cc(CN2CCN(C(=O)COc3ccccc3)CC2)cc(OC)c1OC
 : -7.3%	12.0%	8.5%	0.9%
C=CC(N)=O
 : 5.0%&7.2%	-4.6%&0.9%	-4.4%&-15.9%[1.84 µM]	0.6%&-2.2%
Cc1cc(OCC(=O)N2CCN(CCc3ccncc3)CC2)ccc1Cl
 : -12.7%[10.9 µM]	-6.2%	-6.7%	?
O=C1C2CCCN2C(c2ccncc2)N1c1ccc(Cl)c(Cl)c1 (centres undefined)
 : -9.7%	-12.2%	-3.6%	0.3%
c1cc(OCC2CO2)cc(OCC2CO2)c1 (centres undefined)
 : 2.9%	25.1µM*	-3.5%[1.84 µM]	?
CCN(CCCl)Cc1ccccc1Br
 : -64.8%[inhibitor]	5.9%	-6.9%	3.2%
CC12CN3CC(C)(CN(C1)C3c1cccs1)C2O (centres undefined)
 : -2.0%	11.3%	9.2%	-0.5%
CCOC(=O)N1CCC(NC(=O)CCc2nc(C3=CCN(C)CC3)no2)CC1
 : -4.4%	-5.3%	1.0%	0.1%
CCCCCCC(C)(C)c1ccc([C@@H]2C[C@H](O)CC[C@@H]2CCCO)c(O)c1
 : -23.6%	6.31µM*	12.6µM*	?
O=c1[nH]c(N2CCN(Cc3ccc4c(c3)OCO4)CC2)nc2c1CCC2
 : -10.7%	3.8%	-2.2%	0.6%
COc1ccc(CCNCc2ccccc2F)cc1OC
 : .	4.8%	-0.4%	.
CC(C)=C[C@H]1[C@@H](C(=O)OCc2cc3c(cc2Cl)OCO3)C1(C)C
 : -10.8%[10.9 µM]	1.4%[9.22 µM]	-3.1%[9.22 µM]	2.3%[11.4 µM]
CCCCC#N
 : -2.6%	25.5%	6.1%[1.84 µM]	2.0%
C[N+](C)(C)CC#CCOC(=O)Nc1cccc(Cl)c1
 : -7.2%	12.3%	9.6%	3.4%
NO
 : -4.5%	?	17.6%	3.2%
CC(=O)N1CN2CN(C(C)=O)CC(C(=O)c3ccc(Br)cc3)(C2)C1
 : 0.0%	1.8%	-3.4%	0.1%
CC1C(=O)OC2O[C@]3(C)CC[C@H]4C(C)CCC1[C@]24OO3 (some centres undefined)
 : -17.6%	0.9%	11.5%	.
COc1ccc(OC)c(C2=NOC(C(=O)N3CCC4(CC3)OCCO4)C2)c1 (centres undefined)
 : -9.0%	-4.6%	-9.9%	-1.0%
C[C@@H](Cc1ccc2c(c1)OC(C(=O)O)(C(=O)O)O2)NC[C@H](O)c1cccc(Cl)c1
 : .	10.7%	-8.9%	-3.3%
O=C(c1ccccc1)c1ccc2nc(N3CCN(c4ccc(F)cc4)CC3)c3nncn3c2c1
 : -23.9%[10.9 µM]	?	-11.1%	?
Fc1ccc2c(c1)nnn2C1CCN(Cc2c(Cl)cccc2Cl)CC1
 : .	-4.4%	-1.7%	.
CCS(=O)(=O)N1CCCC(C(=O)N2CCC3(CC2)OCCO3)C1 (centres undefined)
 : ?	-9.0%	-6.2%	-0.6%
Cc1ccc2c(c1N)C(=O)c1ccccc1C2=O
 : -23.7%	-24.3%	0.1%[1.84 µM]	-7.8%
O=C1NC(=O)C(Cc2cccs2)C(=O)N1
 : -17.6%	8.0%	1.5%	0.6%
CC(C)c1ccc(NC(=O)CN2C(=O)CN=C(c3ccccc3)c3ccccc32)cc1
 : -6.5%[10.9 µM]	16.2%	-3.6%	-3.5%
CN(N=O)c1cc(O)ccc1O
 : -7.2%	13.9%	-0.6%	-4.7%
CC(C)c1cc2c(c(O)c1O)[C@]1(C(=O)O)CCCC(C)(C)C1CC2 (some centres undefined)
 : 3.9%	?	?	.
O=C(Oc1ccccc1)N1CCC2(CCCN(C(c3ccccc3)c3ccccc3)C2)CC1
 : .	6.3%	-8.0%	1.4%[11.4 µM]
CC1=CCCC2C1(C)CCC(C)C2(C)CC/C(C)=C/C[n+]1cn(C)c2c(N)ncnc21 (centres undefined)
 : -14.6%	-1.4%	-10.2%	.
Cc1cc(OCC(=O)O)c2c3c(c(=O)oc2c1)CCCC3
 : -8.2%	-5.5%	-5.6%	0.3%

Further entries
The line under a structure holds: Imprint erasure	p53ts 39C kill	p53ts 32C tox	IkB signaling
Cc1ccccc1-c1nc(CS(=O)CC(=O)N2CCN(c3cc(Cl)ccc3C)CC2)c(C)o1 (centres undefined)
 : -8.9%[10.9 µM]	?	13.8%	?
O=NN1CCCCC1
 : 3.1%	8.3%	9.8%[1.84 µM]	-0.5%
CC(C)(C)NCC(O)c1cc(Cl)c(N)c(Cl)c1 (centres undefined)
 : -7.5%	-0.8%	-18.2%	.
CC(=O)OC1CC(OC(C)=O)[C@]2(C)C(CC(OC(C)=O)[C@]3(C)C2CC[C@@]2(C)C(c4ccoc4)C(=O)C4O[C@]432)C1(C)C (some centres undefined)
 : -13.2%	8.6%	5.9%	.
CC(N)C(O)c1ccc(O)c(O)c1 (centres undefined)
 : ?	-3.4%&-2.9%	0.7%&16.5%	.
CCCc1cc2c(n1CCO)C(C)C1CN(C(=O)c3ccccc3)C(C)(C(=O)OC)C21 (centres undefined)
 : -0.7%	10.5%	1.0%	.
Nc1ccccc1O.O.O=C(O)[C@H]1[O][Sb][O][C@H]1C(=O)O
 : 0.316µM*	?	7.4%[9.22 µM]	?
N[C@H](Cc1ccccc1)c1nn[nH]n1
 : 10.1%[10.9 µM]	6.2%[9.22 µM]	1.9%[9.22 µM]	3.4%[11.4 µM]
Cc1c([C@@H](C)[C@H]2NC[C@H](C)C[C@@H]2O)ccc2c1C[C@@H]1[C@H]2CC=C2C[C@@H](O)CC[C@@]21C
 : .	11.2%[9.22 µM]	4.8%[9.22 µM]	3.6%[11.4 µM]
CN(C)C(=O)Oc1ccc(-c2nnco2)cc1
 : 1.9%	-9.1%	2.3%	-0.6%
CCN1CCN(Cc2ccc(C)cc2)CC1
 : -6.7%	-0.6%	20.3%	1.5%
CN1CC[C@@]2(CCCN(C(=O)c3csnn3)C2)C1
 : .	9.1%	-11.2%	-0.7%[11.4 µM]
O=C(CN1CC(c2ccccc2)CC1=O)Nc1ccccc1 (centres undefined)
 : 6.4%	1.8%	1.9%	-2.4%
O=C(Cn1nc(Cc2cccnc2)c2ccccc2c1=O)N1CCC2(CC1)OCCO2
 : 5.1%	-5.5%	-5.4%	-0.6%
N[C@@H](Cc1cc(O)c(O)cc1O)C(=O)O
 : .	9.3%	7.7%	1.3%
CCCNC(=O)c1c(N)n(CC2CCCO2)c2nc3ccccc3nc12 (centres undefined)
 : 12.5%	17.7%	13.1%	?
CCOc1cc2[nH]c(=S)n(CCCC(=O)N3CCC4(CC3)OCCO4)c(=O)c2cc1OCC
 : -16.8%	-3.0%	-1.6%	?
Cc1ccccc1C1=NCC(=O)N(CC(=O)NCc2ccco2)c2sc3c(c21)CCCC3
 : -14.7%	13.3%	17.2%	?
CC(=O)NBr
 : 5.6%	-3.4%	7.1%	1.0%
COC(=O)[C@H]1C[C@H]2CC[C@H](O)C[C@H]2N1CC1CC1
 : -4.0%	-6.4%	10.8%	.
Brc1ccc(Oc2ccc(Br)cc2Br)c(Br)c1
 : -8.5%	18.3%	6.6%[1.84 µM]	-0.8%
Cc1ccnc(-n2c(-c3ccco3)nc3ccccc3c2=O)c1
 : -9.3%	-13.6%	-11.5%	0.5%
COC(=O)[C@@H]1C[C@H]1[C@@H](NP(=O)(c1ccccc1)c1ccccc1)c1ccccc1
 : -10.6%	-15.4%	-7.2%	.
Cc1cccc(-n2c(O)c(C=NCc3cccnc3)c(=O)[nH]c2=O)c1C
 : -5.9%	12.6%	-1.1%	1.7%
N#CC(O[C@@H]1OC(COC2OC(CO)C(O)C(O)[C@@H]2O)C(O)C(O)C1O)c1ccccc1 (some centres undefined)
 : -1.9%	5.0%	8.0%	.
C=CCN1C(=O)CSc2ccc(C(=O)N3CCC4(CC3)OCCO4)cc21
 : -8.2%	3.8%	2.0%	-0.5%
COc1ccc(Cn2c(N)c(C(=O)NCc3ccco3)c3nc4ccccc4nc32)cc1
 : -37.1%[inhibitor]	?	18.8%	?
c1ccc(CCn2nnnc2CN2CCC(n3nnc4ccccc43)CC2)cc1
 : -12.2%	9.2%	0.0%	0.3%
O=C1c2ccccc2C(=O)N1Cc1nc2ccccc2c(=O)n1-c1ccc(Br)cn1
 : -5.6%	-0.4%	4.5%	-0.8%
CCC(C(=O)N1CCC2(CC1)OCCO2)c1ccccc1 (centres undefined)
 : -7.4%	5.4%	0.2%	-1.9%
CC(C)(C)c1ccc(O)c(C[N+](C)(C)C)c1
 : -15.5%[10.9 µM]	4.8%[9.22 µM]	2.7%[9.22 µM]	0.0%[11.4 µM]
CC(=O)C1=C(C)OC(N)=C(C(=O)OC(C)C)C12C(=O)Nc1ccccc12 (centres undefined)
 : 2.8%	1.7%	1.3%	-0.6%
CCCN(CC#CCO)CCC
 : .	14.2%	18.0%	.
Nc1ccccc1C(=O)OC1CSC1
 : -3.0%	9.8%	5.0%	0.3%
COc1ccc(-c2nc(CN3C(=O)CN=C(c4ccccc4)c4cc(Cl)ccc43)c(C)o2)cc1
 : -10.7%[10.9 µM]	-10.5%	-8.9%	?
CN1C[C@H](CNC(=O)OCc2ccccc2)C[C@@H]2c3cccc4c3c(cn4C)C[C@H]21
 : -28.7%&-25.0%&-29.9%	?	?	.

Bioassay records deposited in PubChem by National Center for Advancing Translational Sciences (NCATS).
